High-throughput results deposited in PubChem by several laboratories.
CTSL1 counter = Fasciola hepatica cathepsin L1 inhibitors, primary screen, counter-screen for PFM18AAP inhibitor project, biochemical, QFRET, fluorogenic peptide substrate. inhibition, % at 5.96 µM. recombinant F. hepatica cathepsin L1, Z-Leu-Arg-MCA fluorescence. 0.49% of 300,000 active;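 active = inhibition above the mean of all tested compounds plus 3 SD, set per screening campaign, cut at about 17% in these data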;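 also: 0% = plate median of test compound wells and 100% = 1 µM Z-Phe-Ala-diazomethylketone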
GRK2 aptamer HTS = compounds blocking aptamer binding on GRK2 – biochemical, human GRK2, bead flow cytometry, HTS, primary screen. Beta-adrenergic receptor kinase 1 (Homo sapiens), P25098. FAM-aptamer displacement from GRK2. inhibition of aptamer binding, % at 10 µM. 0.59% of 330,000 active. AID 488847, 2010;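 active = inhibition of aptamer binding above 40%, roughly 3 SD of noise, on plates passing a quality check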;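 also: median bead fluorescence of bound FAM aptamer so fluorescent compounds give negative values; no value below 0 was filed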
PP1 inh = PP1-alpha phosphatase inhibitors, primary screen, counter-screen for PP5 inhibitor project, biochemical, fluorescence, OMFP substrate, single point. inhibition, % at 6.7 µM. AID 2235, 2010. Serine/threonine-protein phosphatase PP1-alpha catalytic subunit (Homo sapiens), P62136. 0.9% of 320,000 active. purified PP1alpha;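 active = inhibition above the mean inhibition of all tested compounds plus 3 SD, computed separately for each screening campaign, cut at about 15% in these data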
HCV core dimer = inhibitors of HCV core protein dimerization, primary screen, biochemical, TR-FRET, high-throughput | inhibition, % at 5 µM | AID 1899, 2009 | TR-FRET GST/Flag-core106 dimerization, 1536-well | 0.33% of 300,000 active;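 active = inhibition above the mean of all tested compounds plus 3 SD, set per screening campaign, cut at about 45% in these data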
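System: GST-tagged and Flag-tagged HCV core protein residues 1-106 / Input: core106 proteins, GST 13.5 nM and Flag 17 nM / Buffer or medium: KF-containing HEPES buffer, pH 7.45, DTT, CHAPS, BSA / Probe or stimulus: Eu-anti-GST and XL665-anti-Flag labelled anti-tag antibodies / Schedule: 4 h, 22.5 °C incubation / Technique: TR-FRET 671 and 617 nm emission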
proCasp7 act = procaspase-7 activators, primary screen, counter-screen for procaspase-3 activator project, biochemical, absorbance, HTS, human; activation, % at 8.5 µM; 0.093% of 330,000 active; recombinant procaspase-7, Ac-DEVD-pNA absorbance 405 nm; D23A/D198A/D206A triple mutant, cannot self-cleave; scale: DMSO 0, 5 µM enzyme 100; Caspase-7 (Homo sapiens), P55210;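 active = percent activation above the screen-wide mean plus 3 SD, cut at about 25% in these data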
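buffer or medium = Zinc-free HEPES/NaCl buffer, pH 7.4 | material = Procaspase-7 triple mutant (PC-7 D3A) | input = 2 µM procaspase-7 mutant as dispensed | signal = Epi-absorbance of released pNA at 405 nm, two timepoints | timing = 1 h preincubation, 2 h reaction | replicates = singlicate compound testing | evaluation = % activation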
VLA-4 inh = inhibition in human VLA-4 binding assay, primary screen, VLA-4 allosteric modulator project, MLPCN library, flow cytometry, VLA-4 expressing cells; inhibition, % (about 7 µM as worked out from the volumes in the protocol); 0.2% of 330,000 active; ligand binding flow cytometry; Integrin alpha-4 (Homo sapiens), P13612; AID 2557, 2010; in the data active = inhibition above about 50%
Target sequence (P13612 whole entry, looked up): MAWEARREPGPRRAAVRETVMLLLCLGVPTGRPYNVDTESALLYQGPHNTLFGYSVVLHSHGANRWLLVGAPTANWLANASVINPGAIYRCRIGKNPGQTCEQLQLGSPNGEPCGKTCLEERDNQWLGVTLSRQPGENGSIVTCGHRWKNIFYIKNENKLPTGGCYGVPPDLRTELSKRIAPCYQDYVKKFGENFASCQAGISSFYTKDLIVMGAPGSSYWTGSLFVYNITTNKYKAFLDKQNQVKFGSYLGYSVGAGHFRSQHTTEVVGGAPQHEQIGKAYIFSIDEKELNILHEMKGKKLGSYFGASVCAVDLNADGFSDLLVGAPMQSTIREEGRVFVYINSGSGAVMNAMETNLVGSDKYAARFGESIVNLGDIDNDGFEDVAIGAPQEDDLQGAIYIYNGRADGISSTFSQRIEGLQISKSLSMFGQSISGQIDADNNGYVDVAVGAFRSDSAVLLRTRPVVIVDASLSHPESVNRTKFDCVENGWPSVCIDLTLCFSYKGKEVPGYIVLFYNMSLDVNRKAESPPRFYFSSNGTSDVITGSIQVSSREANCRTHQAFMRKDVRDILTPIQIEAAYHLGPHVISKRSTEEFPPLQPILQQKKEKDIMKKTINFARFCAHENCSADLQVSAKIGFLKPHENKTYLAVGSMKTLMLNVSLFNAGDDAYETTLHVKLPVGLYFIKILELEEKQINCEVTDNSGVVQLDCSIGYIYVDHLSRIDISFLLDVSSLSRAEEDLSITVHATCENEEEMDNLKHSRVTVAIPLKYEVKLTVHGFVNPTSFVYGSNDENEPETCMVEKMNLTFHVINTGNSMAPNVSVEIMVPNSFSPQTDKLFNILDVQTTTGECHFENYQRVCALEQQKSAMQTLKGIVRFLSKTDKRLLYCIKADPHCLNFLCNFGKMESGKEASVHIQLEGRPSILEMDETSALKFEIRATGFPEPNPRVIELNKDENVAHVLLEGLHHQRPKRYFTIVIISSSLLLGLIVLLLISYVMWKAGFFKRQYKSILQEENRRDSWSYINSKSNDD
proCasp3 act = activators of human procaspase-3 D3A mutant, primary screen, biochemical, absorbance, PC-3 D3A mutant, single concentration; recombinant procaspase-3 D3A, Ac-DEVD-pNA absorbance 405 nm; AID 463141, 2010; 0.11% of 330,000 active; Caspase-3 (Homo sapiens), P42574; activation, % at 8.5 µM;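 active = activation above the mean of all tested compounds plus 3 SD, cut at about 21% in these data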;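 also: 0% = DMSO alone and 100% = DMSO wells spiked with extra 5 µM PC-3 D3A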
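Test system: Procaspase-3 D3A mutant, all three cleavage aspartates alanine | Dosing: Single dose, 8.5 µM nominal compound, 0.8% DMSO | Schedule: 1 h preincubation, 2 h reaction | Technique: 405 nm absorbance of p-nitroaniline, reads at 0 and 120 min | Repeats: One well per compound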
GASC-1 inh = inhibitors of GASC-1 histone demethylase, primary screen, biochemical, fluorescence, DELFIA europium; GST-JMJD2C(1-420) H3K9me3 demethylation; Lysine-specific demethylase 4C (Homo sapiens), Q9H3R0; 0.069% of 330,000 active; inhibition, % at 2.35 µM;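 active = more than half of a compound's replicate wells show inhibition beyond 50%, single wells judged on their own value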;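 also: signal counts dimethyl H3K9 product captured on neutravidin plate; 0% = median of DMSO wells and 100% = 0.3 times that DMSO median; strong numbers were not always called active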
PP5 inh = PP5 phosphatase inhibitors, primary screen, biochemical, fluorescence; inhibition, % at 6.7 µM; 0.18% of 320,000 active; Serine/threonine-protein phosphatase 5 (Homo sapiens), P53041; purified PP5c, OMFP substrate fluorescence;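 active = inhibition above the campaign's mean inhibition across all tested compounds plus 3 SD, cut at about 9.5% in these data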;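 also: 0% = DMSO only and 100% = 100 µM cantharidin control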
Numbers without * were called inactive; & = joins results of further samples.

What do the screens show for `Cn1c(SC2CCCCC2=O)nnc1-c1ccccc1F` (configuration not stated)?
CTSL1 counter: -2; GRK2 aptamer HTS: 1; PP1 inh: -2; HCV core dimer: -2; proCasp7 act: 2; VLA-4 inh: 9; proCasp3 act: -5; GASC-1 inh: 9; PP5 inh: 4.0

How did Cc1ccc([N+](=O)[O-])cc1S(=O)(=O)Nc1ccc(O)c(Sc2ncn[nH]2)c1 do in these assays?
CTSL1 counter: 1; GRK2 aptamer HTS: 4; PP1 inh: -3; HCV core dimer: -6; proCasp7 act: -8; VLA-4 inh: -10; proCasp3 act: -7; GASC-1 inh: -2; PP5 inh: 0.7

Results for Cc1[nH]c2ccccc2c1C(=O)COC(=O)Cn1c(C(F)(F)F)nc2ccccc21 ?
CTSL1 counter: 0; GRK2 aptamer HTS: 0; PP1 inh: 1; HCV core dimer: -3; proCasp7 act: 5; VLA-4 inh: 5; proCasp3 act: 5; GASC-1 inh: -157; PP5 inh: 1.7

How did CN(C)CCCN(C(=O)CCc1ccccc1)c1nc2ccc(Cl)cc2s1 do in these assays?
CTSL1 counter: -3; GRK2 aptamer HTS: 0; PP1 inh: 2; HCV core dimer: -12; proCasp7 act: 7; VLA-4 inh: 27; proCasp3 act: 3; GASC-1 inh: 11; PP5 inh: 2.2

What do the screens show for `CCCCC(=O)OCC(=O)Nc1ccc(OC(F)F)cc1`?
CTSL1 counter: -17; GRK2 aptamer HTS: 0; PP1 inh: -2; HCV core dimer: 5; proCasp7 act: 2; VLA-4 inh: 3; proCasp3 act: -9; GASC-1 inh: 7; PP5 inh: -0.5

How did COCCNC(=O)CSCc1cc(C)cc(C)c1 do in these assays?
CTSL1 counter: -2; GRK2 aptamer HTS: 3; PP1 inh: -1; HCV core dimer: 0; proCasp7 act: 7; VLA-4 inh: 6; proCasp3 act: -12; GASC-1 inh: -2; PP5 inh: -1.6

How did Cc1cccc(NC(=O)NNC(=O)COc2ccc([N+](=O)[O-])cc2)c1C do in these assays?
CTSL1 counter: 2; GRK2 aptamer HTS: 0; PP1 inh: -3; HCV core dimer: 0; proCasp7 act: 4; VLA-4 inh: -4; proCasp3 act: -1; GASC-1 inh: 3; PP5 inh: 1.4

What do the screens show for `COc1ccc(NC(=O)NC2CCN(C(C)C)CC2)c(OC)c1`?
CTSL1 counter: -1; GRK2 aptamer HTS: 24; PP1 inh: 6; HCV core dimer: -2; proCasp7 act: -8; VLA-4 inh: 7; proCasp3 act: -4; GASC-1 inh: 7; PP5 inh: 6.1

How did N#CC1=C(N)Oc2n[nH]c(-c3ccccc3)c2C1c1ccncc1 (configuration not stated) do in these assays?
CTSL1 counter: -2; GRK2 aptamer HTS: 0; PP1 inh: -2; HCV core dimer: 0; proCasp7 act: -1; VLA-4 inh: 23; proCasp3 act: 4; GASC-1 inh: 2; PP5 inh: 0.5

Results for CCOC(=O)C1=C(C)NC(C)=C(C(=O)OCC)C1C(=O)OCC(=O)N1CCC(C)CC1 ?
CTSL1 counter: -1; GRK2 aptamer HTS: 0&0; PP1 inh: 0; HCV core dimer: 0; proCasp7 act: 6&0; VLA-4 inh: 15&-2; proCasp3 act: 6&2; GASC-1 inh: 5&-6; PP5 inh: 1.1

Results for CCOCCOCN(C#N)c1nc(OC)nc(N(C)C)n1 ?
CTSL1 counter: 0; GRK2 aptamer HTS: 0; PP1 inh: -2; HCV core dimer: 3; proCasp7 act: 3; VLA-4 inh: -3; proCasp3 act: -3; GASC-1 inh: 57; PP5 inh: 0.4

What do the screens show for `Cc1cc(-c2c(C)n([O-])c(C)c(C)[n+]2=O)ccc1F`?
CTSL1 counter: 0; GRK2 aptamer HTS: 0; PP1 inh: -4; HCV core dimer: 2; proCasp7 act: 13; VLA-4 inh: 2; proCasp3 act: 0; GASC-1 inh: 0; PP5 inh: 2.5

What do the screens show for `CC(/C=N/Nc1nc(C)cc(C)n1)=C\c1ccc(C(C)C)cc1`?
CTSL1 counter: -1; GRK2 aptamer HTS: 0; PP1 inh: -2; HCV core dimer: -7; proCasp7 act: -6; proCasp3 act: -2; GASC-1 inh: 8; PP5 inh: 1.3

How did CCc1nnc(NC(=O)CCC(=O)N2CCN(Cc3ccc(C)cc3C)CC2)s1 do in these assays?
CTSL1 counter: 2; GRK2 aptamer HTS: 1; PP1 inh: -3; HCV core dimer: -6; proCasp7 act: 9; VLA-4 inh: 5; proCasp3 act: -2; GASC-1 inh: -10; PP5 inh: -0.9

What do the screens show for `COC(=O)C1=C(C)NC(=S)NC1c1ccc(OCC(=O)N2CCCCC2)c(OC)c1` (configuration not stated)?
CTSL1 counter: 1; GRK2 aptamer HTS: 1; PP1 inh: -1; HCV core dimer: 4; proCasp7 act: -7; VLA-4 inh: 7; proCasp3 act: -4; GASC-1 inh: 4; PP5 inh: 1.0

What do the screens show for `COc1ccc2cc(C(=O)C3CCCN(C(=O)C4=NN(C)C(=O)CC4)C3)ccc2c1` (configuration not stated)?
CTSL1 counter: -4; GRK2 aptamer HTS: 0; PP1 inh: -10; HCV core dimer: 4; proCasp7 act: 12; VLA-4 inh: 0; proCasp3 act: 7; GASC-1 inh: 16; PP5 inh: 0.8

How did Clc1cc(Cl)c(Cl)cc1Cl do in these assays?
GRK2 aptamer HTS: 0; PP1 inh: -2; proCasp7 act: 14; VLA-4 inh: 6; proCasp3 act: 0; GASC-1 inh: 5; PP5 inh: -0.1

How did Cc1cc(C(F)(F)F)nn1CC(=O)NNC(=S)Nc1ccc(F)cc1 do in these assays?
CTSL1 counter: -2; GRK2 aptamer HTS: 2; PP1 inh: -7; HCV core dimer: -1; proCasp7 act: -3; VLA-4 inh: -3; proCasp3 act: -5; GASC-1 inh: 1; PP5 inh: -1.4

How did CCCOc1ccc(C(=O)ON=C2CCN(C)CC2)cc1 do in these assays?
CTSL1 counter: 9; GRK2 aptamer HTS: 0; PP1 inh: 1; HCV core dimer: -10; proCasp7 act: -2; VLA-4 inh: -2; proCasp3 act: 2; GASC-1 inh: 3; PP5 inh: -1.6

Results for CC(C)(C)C(=O)C(Cl)C(=O)Nc1ccccc1 (configuration not stated) ?
CTSL1 counter: -2; GRK2 aptamer HTS: 0; PP1 inh: 0; HCV core dimer: -5; proCasp7 act: -11; VLA-4 inh: 4; proCasp3 act: -4; GASC-1 inh: 9; PP5 inh: 2.5

What do the screens show for `CC(=O)c1csc(COc2ccc(Cl)cc2)n1`?
CTSL1 counter: 1; GRK2 aptamer HTS: 2; PP1 inh: -4; HCV core dimer: 4; proCasp7 act: 5; VLA-4 inh: 1; proCasp3 act: -5; GASC-1 inh: -3; PP5 inh: 0.3

How did COC(=O)c1ccc(NC(=O)c2cccc(NC(=O)c3ccccc3)c2)cc1 do in these assays?
CTSL1 counter: 2; GRK2 aptamer HTS: 0; PP1 inh: 0; HCV core dimer: 10; proCasp7 act: 2; VLA-4 inh: 0; proCasp3 act: 2; GASC-1 inh: 10; PP5 inh: 3.0

What do the screens show for `Cc1ccsc1/C=N/n1c(C2CCCCC2)n[nH]c1=S`?
CTSL1 counter: 0; GRK2 aptamer HTS: 2; PP1 inh: -1; HCV core dimer: -3; proCasp7 act: -3; VLA-4 inh: 12; proCasp3 act: -10; GASC-1 inh: -8; PP5 inh: 1.1

Results for O=C(CSc1cc(Cl)ccc1Cl)NCC(=O)Nc1ccc(F)c(F)c1F ?
CTSL1 counter: 18*; GRK2 aptamer HTS: 0; PP1 inh: 0; HCV core dimer: -3; proCasp7 act: 1; VLA-4 inh: -15; proCasp3 act: -2; GASC-1 inh: -7; PP5 inh: 3.2

How did c1ccc(SCc2nc(-c3ccncc3)n[nH]2)nc1 do in these assays?
CTSL1 counter: -5; GRK2 aptamer HTS: 19; PP1 inh: -7; HCV core dimer: -3; proCasp7 act: 7; VLA-4 inh: -1; proCasp3 act: 7; GASC-1 inh: 11; PP5 inh: 0.3

What do the screens show for `Cc1ccccc1S(=O)(=O)/N=C(/Nc1nc2ccccc2s1)c1ccccc1`?
GRK2 aptamer HTS: 0; proCasp7 act: -12; VLA-4 inh: 7; proCasp3 act: -5; GASC-1 inh: 1

How did Cc1ccc(Oc2ccc(NC(=O)Cn3ccsc3=N)cc2)cc1 do in these assays?
CTSL1 counter: 1; GRK2 aptamer HTS: 0; PP1 inh: 2; HCV core dimer: -3; proCasp7 act: 8; VLA-4 inh: 36; proCasp3 act: -1; GASC-1 inh: -9; PP5 inh: 0.2

What do the screens show for `CC(C)(C)[C@H]1COC(=O)[C@H](NC(=O)OCC2c3ccccc3-c3ccccc32)C/C=C\C[C@@H](CC(=O)N[C@H](CO)Cc2ccccc2)C(=O)N1`?
GRK2 aptamer HTS: 97*; proCasp7 act: -7; VLA-4 inh: 20; proCasp3 act: -4; GASC-1 inh: 8

What do the screens show for `Cc1noc(C)c1COc1ccccc1C(=O)NNC(=O)c1ccccc1`?
CTSL1 counter: -3; GRK2 aptamer HTS: 2; PP1 inh: -2; HCV core dimer: -3; proCasp7 act: 6; VLA-4 inh: -1; proCasp3 act: -2; GASC-1 inh: 9; PP5 inh: -0.8

How did O=C(N/N=C\c1ccc(CNS(=O)(=O)c2ccc(Cl)cc2)o1)C(=O)Nc1ccc(Oc2ccccc2)cc1 do in these assays?
CTSL1 counter: 2; GRK2 aptamer HTS: 0; PP1 inh: 2; HCV core dimer: 16; proCasp7 act: -6; VLA-4 inh: -4; proCasp3 act: -4; GASC-1 inh: -1; PP5 inh: -0.2

How did CCOc1ccc(Cn2nnc(C(=O)NCCc3ccccc3)c2N)cc1 do in these assays?
CTSL1 counter: -2; GRK2 aptamer HTS: 1; PP1 inh: -3; HCV core dimer: 4; proCasp7 act: 8; VLA-4 inh: -28; proCasp3 act: 5; GASC-1 inh: -4; PP5 inh: 1.0

What do the screens show for `Cc1ccc(C)c(N2CCN(C(=O)CCCn3c(=S)[nH]c4cc5c(cc4c3=O)OCO5)CC2)c1`?
CTSL1 counter: 4; GRK2 aptamer HTS: 1; PP1 inh: 11; HCV core dimer: 18; proCasp7 act: -1; VLA-4 inh: -12; proCasp3 act: 8; GASC-1 inh: -7; PP5 inh: 4.5
